cardiac RTF act: increases calcium sensitivity of human cardiac regulated thin filaments; P19429+P45379; IANBD-labeled TnC RTF fluorescence at EC20 calcium; 0% EC20 calcium, 100% full calcium; activation, % at 7.2 µM; 340,000 tested, 0.24% active;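 active means activation above the mean over all tested compounds plus 3 SD, cut at about 30% in these data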;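 further: rise in fluorescence read as greater calcium sensitivity of cardiac thin filaments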
dFosB activator: mouse delta FosB homodimer activation. P13346. 340,000 tested, 0.99% active. purified delta FosB, TAMRA-CDK5 oligo fluorescence polarization; percent of positive-control signal above neutral wells. activation, % at 25 µM;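 active means mean activation above about 17%, with every replicate also reaching it, limit read from the data, passing the limit was not always enough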;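 further: fluorescence polarization rise as delta FosB binds a TAMRA Cdk5 AP-1 oligo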
PvdQ inh: blocks Pseudomonas aeruginosa PvdQ acylase activity; inhibition, % at 10 µM; 340,000 tested, 0.063% active; purified PvdQ acylase, fluorescence plate reader; in the data active means inhibition above about 30%, passing the limit was not always enough;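 further: 0% = vehicle neutral wells and 100% = reference inhibitor wells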
PfHsp90 set2: growth inhibition of yeast expressing Plasmodium Hsp90; S. cerevisiae expressing PfHsp90, BacTiter-Glo ATP, 48 h; yeast lacking PDR1 and PDR3 efflux regulators; inhibition, % at 9.4 µM; 310,000 tested, 0.32% active; AID 504621;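 active means every replicate shows inhibition above about 80%, whatever the replicate mean, limit read from the data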;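 further: 0% = DMSO neutral controls and 100% = 20 µM radicicol positive controls; yeast relying on Plasmodium falciparum Hsp90 in place of its own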
Rtt109 HAT inh: blocks Candida albicans Rtt109/Vps75 acetyltransferase activity; 330,000 tested, 0.16% active; Q5AAJ8; inhibition, % at 34.9 µM; purified Rtt109/Vps75, ThioGlo CoA-SH fluorescence, 4 h;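 active means inhibition of at least 50% in every replicate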
NSD2 inh: NSD2 (human) methyltransferase inhibition; 310,000 tested, 0.54% active; O96028; NSD2 peptide methylation, AlphaScreen, 120 min; inhibition, % at 12.5 µM; in the data active means inhibition above about 50%
Target sequence (O96028 whole entry, looked up): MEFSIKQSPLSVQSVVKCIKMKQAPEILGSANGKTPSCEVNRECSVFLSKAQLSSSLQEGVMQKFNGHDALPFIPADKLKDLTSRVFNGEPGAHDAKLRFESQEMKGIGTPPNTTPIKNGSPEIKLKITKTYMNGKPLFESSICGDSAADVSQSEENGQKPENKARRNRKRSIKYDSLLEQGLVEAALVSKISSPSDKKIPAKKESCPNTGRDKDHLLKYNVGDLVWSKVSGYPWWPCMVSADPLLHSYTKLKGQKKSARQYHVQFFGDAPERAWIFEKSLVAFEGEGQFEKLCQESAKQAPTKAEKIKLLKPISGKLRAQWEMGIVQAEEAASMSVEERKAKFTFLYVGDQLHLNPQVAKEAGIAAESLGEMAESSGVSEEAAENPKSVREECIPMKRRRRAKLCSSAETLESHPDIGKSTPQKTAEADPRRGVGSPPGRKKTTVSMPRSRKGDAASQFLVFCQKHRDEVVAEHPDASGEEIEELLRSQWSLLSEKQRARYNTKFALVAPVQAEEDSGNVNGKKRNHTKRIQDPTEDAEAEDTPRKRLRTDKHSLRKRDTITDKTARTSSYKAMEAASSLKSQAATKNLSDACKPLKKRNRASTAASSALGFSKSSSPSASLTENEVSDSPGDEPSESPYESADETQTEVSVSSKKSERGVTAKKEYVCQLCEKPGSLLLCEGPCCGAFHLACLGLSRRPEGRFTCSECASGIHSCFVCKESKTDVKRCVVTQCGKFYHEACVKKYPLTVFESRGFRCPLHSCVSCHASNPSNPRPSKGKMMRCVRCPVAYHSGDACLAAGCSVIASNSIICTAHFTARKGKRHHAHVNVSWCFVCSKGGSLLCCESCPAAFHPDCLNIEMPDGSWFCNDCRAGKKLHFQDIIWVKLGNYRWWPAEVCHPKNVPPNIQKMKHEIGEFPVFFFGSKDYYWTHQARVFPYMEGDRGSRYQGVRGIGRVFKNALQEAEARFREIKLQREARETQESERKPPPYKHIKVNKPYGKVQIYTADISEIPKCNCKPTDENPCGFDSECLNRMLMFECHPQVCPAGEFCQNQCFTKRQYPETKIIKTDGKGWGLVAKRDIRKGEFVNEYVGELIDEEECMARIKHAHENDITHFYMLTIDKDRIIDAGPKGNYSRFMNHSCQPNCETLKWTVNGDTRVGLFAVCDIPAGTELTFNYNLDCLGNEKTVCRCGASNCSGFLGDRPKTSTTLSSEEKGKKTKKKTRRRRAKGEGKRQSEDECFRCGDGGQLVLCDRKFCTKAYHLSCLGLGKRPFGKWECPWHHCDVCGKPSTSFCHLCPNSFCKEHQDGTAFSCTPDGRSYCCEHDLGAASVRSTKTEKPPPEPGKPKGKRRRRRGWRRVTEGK
RTF Ca sens inh: cardiac RTF calcium desensitization | inhibition, % at 7.15 µM | P19429+P45379 | 340,000 tested, 0.12% active | IANBD-labeled cardiac RTF, Ca2+ fluorescence | AID 493244;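 active means inhibition above the mean inhibition of all tested compounds plus 3 SD, cut at about 17% in these data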;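 further: assay run at fixed EC70 calcium of 1.6 mM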
CDK5 inh: CDK5/p35 (human) kinase inhibition. Q00535+Q15078. 330,000 tested, 0.01% active. Recombinant CDK5/p35, ADP-Glo luminescence, 60 min. inhibition, % at 10 µM. AID 488839;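 active means highest replicate inhibition of at least 50% and at least 75% of replicates reaching 50%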;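 further: plate controls were DMSO neutral control for no effect and GW8510 at 10 µM for full effect; many of its hits are not listed in these tables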
Mot1-301 SUMO: SUMOylation pathway inhibition by Mot1-301 growth rescue; 320,000 tested, 1% active; S. cerevisiae Mot1-301 growth rescue, ATP luminescence, 38.5C; percent above DMSO median, 100 means doubled; growth rescue, % at 18.8 µM; AID 2716;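 active means every valid replicate shows activation above 250% relative to neutral control wells; inactive means the rest, any valid replicate at or below 250%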;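 further: OY570 slx delta 5 strain wells were the positive control but not used for scaling; some compounds called inactive have numbers as strong as hits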
C-LANA FP: KSHV C-LANA DNA binding inhibition; MBP-C-LANA/FAM-LBS DNA binding, fluorescence polarization; inhibition, % at 9 µM; 340,000 tested, 0.078% active; AID 504423;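 active means highest replicate inhibition at or above 60% at 9 µM, even if other replicates fall short; inactive means all replicates below 60% inhibition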;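 further: 0% = neutral control wells and 100% = 4 µM acridine orange control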
Keap1-Nrf2 PPI: Keap1-Nrf2 (human) interaction inhibition; 340,000 tested, 0.15% active; inhibition, % at 9.4 µM; Keap1 Kelch-Nrf2 peptide fluorescence polarization, 1536-well; Q14145; in the data active means inhibition above about 12%;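 further: human Keap1 Kelch domain with fluorescein labeled Nrf2 9mer peptide probe; 0% = neutral control wells and 100% = peptide positive control; higher means more block of Keap1 binding to Nrf2 peptide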
An asterisk follows results filed as active; . = no result given.

SMILES	cardiac RTF act	dFosB activator	PvdQ inh	PfHsp90 set2	Rtt109 HAT inh	NSD2 inh	RTF Ca sens inh	CDK5 inh	Mot1-301 SUMO	C-LANA FP	Keap1-Nrf2 PPI
O=C(NCC(c1ccco1)N1CCCC1)c1cc(S(=O)(=O)N2CCCCC2)ccc1Cl (configuration not stated)	-5	-7	0	-13	1	2	6	0.9	-2	-0.7	-4
COc1ccc(CCNC(=O)C2CCN(S(=O)(=O)N3CCCCCC3)CC2)cc1OC	6	-6	-13	.	-7	-1	-5	0.9	-14	0.1	-3
CCn1cc(C(=O)NCc2ccc3c(c2)OCO3)c(=O)c2cc(S(=O)(=O)N(C)C)ccc21	-3	-15	3	-5	12	9	-12	0.2	4	-1.2	1
CC(C)c1ccc(C2C3=C(COC3=O)Nc3cc4c(cc32)OCO4)cc1 (configuration not stated)	2	2	7	-16	-2	3	-4	0.2	-13	0.3	1
O=C(CCc1ccc(S(=O)(=O)N2CCOCC2)cc1)Nc1ccc2c(c1)OCCO2	4	-7	2	-12	4	-1	-2	10	.	0.8	-1
CCOC(=O)C1CCN(C(=O)COC(=O)c2cccc(NS(=O)(=O)c3ccccc3)c2)CC1	-5	-1	-20	-46	-11	-3	-18	0.4	.	1.6	2
CC(C)(OC1OC(CO)C(O)C(O)C1O)[C@H]1Oc2ccc3ccc(=O)oc3c2[C@H]1O (some centres not stated)	9	9	-7	-2	-2	.	-9	1.1	15	1.8	-2
CCOC(=O)c1c(C)nc2c(c1-c1ccccc1)C(=O)c1ccccc1-2	-2	-11	12	6	12	1	-8	-2.6	87	-2.0	6
CCCCC[C@@H](/C=C/C1C(=O)C=C[C@H]1C/C=C\CCCC(=O)O)OC(C)=O (some centres not stated)	2	0	-8	-18	6	.	-1	0.1	.	3.6	-8
COc1cc(C2C(C(=O)c3sc(C)nc3C)=C(O)C(=O)N2CCN(C)C)cc(OC)c1OC (configuration not stated)	-5	-3	-4	1	-7	-1	0	-2.1	.	-1.0	4
O=C(Cc1ccc(F)cc1)N1CCC(CC2CC(c3ccc(Cl)cc3)=NO2)(C(=O)NCC2CCCCC2)CC1 (configuration not stated)	-7	-4	-4	.	-5	.	-16	1.8	-8	0.8	0
O=C(CSc1nnc(-c2ccccc2)o1)Nc1ccccc1F	0	-1	-17	.	-4	.	-4	1.8	-16	1.0	-2
O=C(CSc1ccccc1Cl)N1CCC(c2nc3ccccc3s2)CC1	-1	-8	-18	-3	6	0	-8	0.3	4	1.7	-2
COc1ccc(/C=C(\C#N)c2n[nH]c(Cn3cncn3)n2)cc1	.	-3	11	2	-1	-2	.	0.6	3	-0.7	2
CCc1noc(C)c1C(=O)N(C)CC(=O)Nc1ccc(OC)cc1	-1	-6	-8	7	2	.	-7	0.3	-1	0.9	-4
Cc1ccc2nc(N3C(=O)C(O)=C(C(=O)c4ccco4)C3c3ccc(C)o3)sc2c1 (configuration not stated)	-4	-12	-10	20	3	.	-2	1.5	-11	-2.1	1
Cc1[nH]n(-c2ccccc2)c(=O)c1C=Nc1cccc2cccnc12	-3	-2	9	24	4	3	3	-0.2	20	-0.7	2
O=C(C(=C1NCCN1)n1cncn1)c1ccccc1	4	4	-2	16	-5	0	-2	0.5	-7	1.2	1
O=c1cc2c(nn1Cc1ccc(Cl)cc1Cl)-c1ccccc1CC2	-6	-9	10	-10	10	1	-1	-0.9	-6	-0.4	0
O=C(NCc1ccc(F)cc1)C1(S(=O)(=O)c2ccc(Cl)cc2)CC1	-2	5	-8	-7	0	.	6	1.5	-1	-1.9	5
c1ccc(NNC2=NCCS2)cc1	2	-3	4	-7	-3	3	-11	-0.4	15	-1.3	-2
CC1CCN(C(=O)C2CCN(C(=O)c3ccc(C(C)(C)C)cc3)CC2)CC1	-4	-8	-1	2	14	-3	4	1.3	213	0.3	1
COc1ccc(CCN2C(=O)CC(N3CCN(S(=O)(=O)c4ccccc4)CC3)C2=O)cc1OC (configuration not stated)	9	-6	-8	-26	2	-3	-4	-2.7	1	-0.6	-4
CCOC(=O)c1sc(NC(=O)c2c(OC)cccc2OC)nc1C	2	8	9	-3	4	-3	2	0.1	.	-1.0	-5
CCCCn1c(N2CCC(Cc3ccccc3)CC2)nc2c1c(=O)[nH]c(=O)n2C	3	-2	-13	.	24	10	-6	0.1	-6	-0.4	-2
Cc1ccccc1CN1CCN(CC(=O)NCCCN2CCN(c3ccc(F)cc3)CC2)C1=O	-1	0	2	-10	8	-2	4	2.7	-11	1.6	-2
CC(C)C(O)(C#CCN1CCCCC1)c1ccccc1 (configuration not stated)	4	-10	-11	-26	-3	.	-7	0.5	221	0.5	-5
O=C(CNC(=O)c1ccc(F)cc1)N/N=C/c1cn[nH]c1-c1ccccc1	-5	-5	3	-1	-3	-6	-6	-1.2	8	0.5	-1
COc1ccccc1N1CCN(C(=O)COc2ccc(Cl)cc2)CC1	7	-6	-15	3	-12	6	-2	-2.0	-11	1.5	3
O=C(Nc1cccc(S(=O)(=O)N2CCOCC2)c1)c1cc(=O)[nH]c2ccccc12	3	-2	6	-7	2	22	4	0.9	12	0.3	2
O=C(NC(c1ccccc1)C(Cl)Cl)c1ccccc1 (configuration not stated)	-3	-2	-4	-31	-3	4	-9	-0.9	58	-0.2	-3
C=CCSc1nc(C)c(CC=C)c(=O)[nH]1	5	0	1	5	.	-1	-4	-1.3	39	0.8	1
CC(=O)N/C(=C\c1ccccc1)C(=O)NCc1ccc2c(c1)OCO2	-5	1	1	19	-12	-1	-5	1.9	-17	1.8	-1
CCCCc1cc(=O)oc2cc(OCC(=O)NCCN3CCOCC3)c(Cl)cc12	3	-6	0	-5	-18	-2	3	1.5	-22	1.5	2
CCCNC(=O)c1ccccc1NC(=O)c1ccc(CSc2ccccc2)cc1	7	-7	-13	-10	-2	-3	-13	-0.8	358*	0.5	3
O=C(O)COc1ccccc1/C=C1\SC(=O)N(Cc2ccc(F)cc2)C1=O	10	-15	-2	-2	-15	5	-6	-1.6	5	0.2	-5
COc1cc(C(=O)OCc2cccc(S(=O)(=O)N3CCOCC3)c2)ccc1OCC(C)C	2	-4	9	-17	-1	-4	3	0.1	25	-0.9	1
O=C1CC(=O)Nc2cc(S(=O)(=O)Nc3ccc(Cl)c(C(F)(F)F)c3)ccc2N1	-2	-11	-11	10	-2	52*	-13	-1.3	5	-1.7	-1
C=CCc1ccc(OCCCOc2ccc(C)cc2OC)c(OC)c1	-3	-4	-15	.	-4	25	-10	0.2	104	-2.1	-2
COc1ccc(OC)c(/C=N/Nc2nncn2/N=C/c2cc(OC)ccc2OC)c1	-8	-28	-8	-12	3	-1	-4	0.2	-8	0.0	-1
Cc1ccc(-n2c(C)nc3ncnc(-c4ccccc4)c32)cc1	-4	-10	-11	14	-8	-1	5	-3.6	0	0.7	-6
COc1ccc(S(=O)(=O)N(CC(=O)NC2CC2)c2ccc(C)cc2)cc1OC	0	1	-2	-6	-3	-6	-13	-1.1	213	0.8	0
O=C(CNC(=O)c1cccc(Br)c1)NCCc1nc2ccccc2[nH]1	2	-3	-4	-5	6	-1	-3	-1.7	174	-1.8	-2
CCN(CC)S(=O)(=O)c1ccc(C)c(NC(=O)CN2CCN(C)CC2)c1	8	-2	-7	-27	-5	-8	-4	0.7	-5	1.3	-1
CN(C=O)c1cc([N+](=O)[O-])ccc1OCc1ccccc1	-3	-2	3	-9	2	-1	-8	1.4	.	-0.3	0
CN(C)Cc1ccccc1C(O)(c1ccccc1)c1ccccc1	-5	-7	-4	-21	-6	-12	-14	2.9	-19	-2.6	4
Cc1ccn(CCC(=O)N2CCCC(CCC(=O)NCc3ccc(F)c(F)c3)C2)n1 (configuration not stated)	9	-1	-12	-2	-2	-1	0	-6.4	-8	2.1	-4
NS(=O)(=O)c1ccc(NC(=O)c2ccc(OCC3CCCO3)cc2)cc1 (configuration not stated)	-4	-8	-9	-17	0	1	-3	1.0	-8	-4.2	-1
CC(C)c1ccc2oc(=O)cc(CN3CCN(c4ccc(F)cc4)CC3)c2c1	-5	2	6	-11	-4	0	1	0.3	2	-1.8	7
Cc1ccc(C(=O)N/N=C\c2ccc([N+](=O)[O-])s2)cn1	-1	8	-9	-17	2	0	3	-0.3	204	-1.3	2
O=C(CCCn1c(SCC(=O)NCC2CCCO2)nc2ccccc2c1=O)NCC1CCCO1 (configuration not stated)	-3	-6	-1	-6	2	-3	-3	0.6	156	1.1	-5

Structural class: the entries above containing a Cl atom (9)
SMILES	cardiac RTF act	dFosB activator	PvdQ inh	PfHsp90 set2	Rtt109 HAT inh	NSD2 inh	RTF Ca sens inh	CDK5 inh	Mot1-301 SUMO	C-LANA FP	Keap1-Nrf2 PPI
O=C(NCC(c1ccco1)N1CCCC1)c1cc(S(=O)(=O)N2CCCCC2)ccc1Cl (configuration not stated)	-5	-7	0	-13	1	2	6	0.9	-2	-0.7	-4
O=C(Cc1ccc(F)cc1)N1CCC(CC2CC(c3ccc(Cl)cc3)=NO2)(C(=O)NCC2CCCCC2)CC1 (configuration not stated)	-7	-4	-4	.	-5	.	-16	1.8	-8	0.8	0
O=C(CSc1ccccc1Cl)N1CCC(c2nc3ccccc3s2)CC1	-1	-8	-18	-3	6	0	-8	0.3	4	1.7	-2
O=c1cc2c(nn1Cc1ccc(Cl)cc1Cl)-c1ccccc1CC2	-6	-9	10	-10	10	1	-1	-0.9	-6	-0.4	0
O=C(NCc1ccc(F)cc1)C1(S(=O)(=O)c2ccc(Cl)cc2)CC1	-2	5	-8	-7	0	.	6	1.5	-1	-1.9	5
COc1ccccc1N1CCN(C(=O)COc2ccc(Cl)cc2)CC1	7	-6	-15	3	-12	6	-2	-2.0	-11	1.5	3
O=C(NC(c1ccccc1)C(Cl)Cl)c1ccccc1 (configuration not stated)	-3	-2	-4	-31	-3	4	-9	-0.9	58	-0.2	-3
CCCCc1cc(=O)oc2cc(OCC(=O)NCCN3CCOCC3)c(Cl)cc12	3	-6	0	-5	-18	-2	3	1.5	-22	1.5	2
O=C1CC(=O)Nc2cc(S(=O)(=O)Nc3ccc(Cl)c(C(F)(F)F)c3)ccc2N1	-2	-11	-11	10	-2	52*	-13	-1.3	5	-1.7	-1

Some of the entries above in a different format.
Compound,cardiac RTF act,dFosB activator,PvdQ inh,PfHsp90 set2,Rtt109 HAT inh,NSD2 inh,RTF Ca sens inh,CDK5 inh,Mot1-301 SUMO,C-LANA FP,Keap1-Nrf2 PPI
Cc1ccc(C(=O)N/N=C\c2ccc([N+](=O)[O-])s2)cn1,-1,8,-9,-17,2,0,3,-0.3,204,-1.3,2
O=C(CCCn1c(SCC(=O)NCC2CCCO2)nc2ccccc2c1=O)NCC1CCCO1 (configuration not stated),-3,-6,-1,-6,2,-3,-3,0.6,156,1.1,-5

Assay outcomes deposited in PubChem by several laboratories.
